Bioassay records: PubChem BioAssay, several laboratories
b-catenin transl: alters nuclear translocation of beta-catenin in HeLa cells; immunofluorescence imaging; nuclear translocation activity, % at 5 µM; 190,000 compounds, 0.3% hits; AID 1665;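 active means nuclear translocation activity above 50% at 5 µM, with a well cell count of 50 or more; inconclusive means wells under 50 cells across six images, flagged as toxic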;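 further: per-cell ratio of nuclear to cytoplasmic median beta-catenin stain intensity; plate controls were DMSO negative control for no effect and GSK-3 inhibitor IX positive control for full effect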
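Test system: human HeLa cell line; Doses: 5 µM primary, 0.02–20 µM confirmation; Incubation: 24 h compound exposure, 37°C; Detection: beta-catenin immunofluorescence imaging with DAPI; Read-out: beta-catenin nuclear/cytoplasmic ratio, % activation.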
T cell modulator: modulates CD8 T cell binding to vesicles; 2C CD8+ T cell-vesicle binding, flow cytometry; hits give low values; calls only at 7 µM; 330,000 compounds, 0.068% hits;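 active means response, share of CD8 T cells binding vesicles, and their 90th percentile fluorescence all below set limits, cut at about 80% in these data, passing the limit was not always enough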
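Incubation: binding step 1.5 h, 37 °C, antibody labelling 20 min, ice; system: murine 2C transgenic CD8+ T lymphocytes; technique: cytometric PE anti-B7-1 and Alexa647 anti-CD8 signals after 1% paraformaldehyde fixation; also added: QL9-charged Drosophila Ld/ICAM-1/B7-1 vesicles; control set: naked versus QL9-loaded vesicles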
WT yeast gro inh: growth inhibition of WT yeast, mitochondrial fusion screen; mitochondrial fusion phenotypic screen, WT strain; inhibition, % at 10 µM; 190,000 compounds, 2.1% hits; AID 1362; in the data active means inhibition above about 58%; tested in S. cerevisiae
Insulin prom up: MIN6 insulin promoter up-regulation; z-score at 5 µM; AID 1625; MIN6 insulin promoter-GFP reporter, high-content imaging; hits give high values; 190,000 compounds, 0.3% hits;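 active means z-score above 3 at 5 µM with at least 500 cells counted in the well; inconclusive means wells under 500 cells, flagged as cytotoxic or low count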
Hep lipid drop: hepatic lipid droplet formation modulation; AML12 mouse hepatocytes, oleate lipid droplets, BODIPY imaging; 240,000 compounds, 0.4% hits; inhibition, % at 6.5 µM;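 active means lipid droplet intensity inhibited by at least 50%, with more than 500 cells counted; inconclusive means wells with under 300 cells, treated as cytotoxic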
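Test system: AML12 mouse liver cells; schedule: overnight exposure; technique: high-content imaging of BODIPY-stained droplets and DAPI nuclei; read-out: % inhibition of corrected integrated BODIPY droplet signal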
Myeloid diff 2: myeloid differentiation induction; ER-HoxA9 myeloid progenitors, lysozyme-GFP differentiation, flow cytometry; calls only at 10 µM; 360,000 compounds, 1% hits; AID 624256;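 active means normalized GFP-positive differentiation at or above the plate's own cutoff, the solvent-only control mean plus 3 SD; inconclusive means no clear call, values can overlap the other calls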;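 further: cells exposed to compound for four days before flow analysis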
West Nile virus CPE: West Nile virus antiviral activity, cell-based, CPE readout (AID 1621); CPE inhibition, % at 10 µM; hits with a dose series show IC50 in µM; 290,000 compounds, 0.02% hits; West Nile virus-infected cells, CPE inhibition; higher % means a stronger effect; in the data active means a potency from the dose series; inconclusive means CPE inhibition mostly from about 3.7% at the one dose, without a potency; inactive means the rest, 99 in 100 with CPE inhibition below about 2.2%; further: strong numbers were not always called active
MT stabilizer: stabilizes microtubules in HeLa cells; % tubulin-high responders, % at 10 µM; AID 2205; 200,000 compounds, 0.83% hits; HeLa tubulin immunostaining HCS, 24 h; share of cells brighter than vehicle mean+2SD;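 active means plate Z-score above 3 for both tubulin-high and condensed-nucleus cell shares, with cell loss under 80%, at 10 µM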;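 further: anti alpha tubulin signal scored within the nucleus-defined area of each cell; some results filed as inactive read as strong as hits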
Autophagy mod: alters autophagy in cells. MEF GFP-LC3 puncta imaging; test concentration mostly 10 µM. 190,000 compounds, 0.98% hits. calls only at 10 µM (by protocol);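 active means percentage of spot-positive cells more than 3 SD above its plate mean, without a fluorescence outlier flag or 80% toxicity; inconclusive means no clear call, values can overlap the other calls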;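 further: spot-positive cell cutoff set from DMSO-treated cells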
WT yeast gro inh mutant strain: second read-out of WT yeast gro inh, no call of its own (marks repeat the call); inhibition, %; mitochondrial fusion phenotypic screen, mutant strain inhibition
Insulin prom up cell count: recorded beside Insulin prom up, whose call it bears; cell count; measured here: cytotoxicity, nuclei count;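 total cells summed across four imaged fields per well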
Hep lipid drop cells 6.5 µM: recorded beside Hep lipid drop, whose call it bears; cell count; measured here: cell count, cytotoxicity flag;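 cells counted across two imaged fields per well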
b-catenin transl cell count 5 µM: second read-out of b-catenin transl, no call of its own (marks repeat the call); cell count; measured here: cell count, cytotoxicity flag
T cell modulator vesicle-bound %: further read-out of T cell modulator, marked with its call; double positive events, %; measured here: CD8+ vesicle-bound cell fraction;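 binding gate set so that unloaded-vesicle control wells show 10% double positive cells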
MT stabilizer Hoechst-high %: also measured in MT stabilizer; calls as there; % Hoechst-high responders; measured here: nuclear condensation Hoechst responders;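 share of cells brighter than vehicle mean plus two SD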
MT stabilizer cytotoxicity %: further read-out of MT stabilizer, marked with its call; toxicity, %; measured here: cytotoxicity by cell density;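 0% = mean cell density of plate MIN control wells and 100% = no cells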
Autophagy mod cell loss 18 h: recorded beside Autophagy mod, whose call it bears; toxicity, %; measured here: cell loss, nuclei count;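 cell loss after 18 h compound exposure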
Myeloid diff 2 GFP+ MAC1+ %: second read-out of Myeloid diff 2, no call of its own (marks repeat the call); GFP+ MAC1+ double positive, %; measured here: differentiation confirmed by MAC1 staining
Numbers without * were called inactive; i = inactive; ? = inconclusive; nt = not tested or not shown; + = active, no number.

Results follow in this order: b-catenin transl, b-catenin transl cell count 5 µM, T cell modulator, T cell modulator vesicle-bound %, WT yeast gro inh, WT yeast gro inh mutant strain, Insulin prom up, Insulin prom up cell count, Hep lipid drop, Hep lipid drop cells 6.5 µM, Myeloid diff 2, Myeloid diff 2 GFP+ MAC1+ %, West Nile virus CPE, MT stabilizer, MT stabilizer Hoechst-high %, MT stabilizer cytotoxicity %, Autophagy mod, Autophagy mod cell loss 18 h
Cc1cccc(C)c1NC(=O)CN(C)C(=O)Cc1cccc(C(F)(F)F)c1
    nt, nt, i, 52, nt, nt, nt, nt, 13, 802, i, 1.3, -0.7%, nt, nt, nt, nt, nt
COC(=O)CSc1nc(N)c(C#N)c(-c2ccco2)c1C#N
    -1.4, 922, i, 47, -3, -7, 0.41, 1338, nt, nt, i, 0.2, 0.2%, 2.9, 1.8, 7.7, i, -36
CCCCOC(=O)Nc1ccc(S(=O)(=O)Nc2ccc([N+](=O)[O-])cc2)cc1
    0.5, 1123, i, 36, -11, -6, 0, 1432, -13, 664, i, 1.0, -1.5%, 2.2, 2.4, 7.5, i, 7
CN1C(CC(=O)Nc2ccc(Br)cc2)c2ccccc2CC1(C)C (stereo unspecified)
    -2.0, 1064, i, 46, 19, 17, 0.47, 1379, 1, 683, i, 0.3, -1.3%, 4.7, 3.3, 5.4, i, 4
CCC(=O)NCCCCCCCCCNC(=O)CC
    -2.8, 587, i, 45, -13, 6, 0.03, 1221, 7, 684, i, 0.3, 0.1%, 5.2, 3.3, 12, i, -11
COC(=O)c1ccc(C2c3c(oc4ccc(Cl)cc4c3=O)C(=O)N2CCN2CCOCC2)cc1 (stereo unspecified)
    -0.9, 1359, i, 54, nt, nt, -0.49, 1137, -1, 689, i, 1.5, -0.5%, nt, nt, nt, nt, nt
Cn1cc(C(=O)C(=O)N2CCCc3ccccc32)c2ccccc21
    0.6, 593, i, 37, 1, -2, nt, nt, -30, 676, i, 0.1, -0.8%, 12*, 51*, 19*, i, 8
Cc1ccc(OCC(=O)N2CCN(S(=O)(=O)c3ccccc3[N+](=O)[O-])CC2)cc1
    -4.1, 1094, i, 47, -8, 11, -0.28, 1777, -24, 656, i, 0.5, -1.1%, 3.6, 3.0, 9.9, i, 6
Cc1ccc(/C=N/NC(=O)C2CCN(Cc3ccc(F)cc3Cl)CC2)o1
    5.3, 1377, i, 57, -30, -4, -0.37, 1419, nt, nt, i, 2.2, 1.2%, 3.0, 1.9, 11, i, -29
COc1ccc(NC(=O)c2ccc3nc[nH]c3c2)c(OC)c1
    0.3, 977, i, 23, -7, -1, -0.11, 1190, 8, 660, i, 1.0, 0.8%, 4.6, 2.9, 4.8, i, 7
Cc1ccc(N(C)C(=O)C2CCN(S(=O)(=O)c3ccc4c(c3)oc(=O)n4C)CC2)cc1
    -6.5, 1154, i, 57, -1, -6, 0.71, 941, nt, nt, i, 1.5, -0.2%, 2.3, 3.5, 8.7, i, 3
COCCn1nnnc1C(c1ccc(C)cc1)N1CCN(Cc2ccc3c(c2)OCO3)CC1 (stereo unspecified)
    0.8, 1141, nt, nt, 9, -8, -1.9, 1315, nt, nt, i, 0.0, 0.3%, 2.6, 1.8, 11, i, -10
Cc1ccc(S[C@@H](CCN2CC[C@H](C)CCC2=O)c2ccccc2)cc1
    nt, nt, i, 19, nt, nt, nt, nt, -26, 744, i, 2.1, 0.1%, nt, nt, nt, nt, nt
C(=C\c1ccncc1)/c1ccncc1
    1.5, 1122, i, 22, nt, nt, 0.13, 1384, 2, 712, i, 0.5, -0.1%, nt, nt, nt, nt, nt
OCCC1CN(C/C(Cl)=C/c2ccccc2)CCN1C1CCCC1 (stereo unspecified)
    -1.5, 1122, i, 52, -7, -7, -0.47, 1520, -12, 695, i, 0.2, -0.8%, 4.1, 1.9, 5.5, +, -8.5*
O=C(NCCCn1ccnc1)/C(=C/c1ccco1)NC(=O)c1ccco1
    -0.3, 1255, i, 27, nt, nt, 0.11, 1089, 11, 756, i, 0.4, 0.2%, nt, nt, nt, nt, nt
Cc1cc(C)nc(/N=C(\NC(=O)C(C)(C)C)Nc2ccc(F)cc2)n1
    0.6, 1300, i, 25, nt, nt, -0.25, 1073, 4, 801, i, 0.5, 0.1%, nt, nt, nt, nt, nt
O=C(CC(Nc1ccc(Cl)cc1Cl)C(=O)O)c1ccccc1 (stereo unspecified)
    0.1, 1285, i, 31, nt, nt, -0.27, 1052, 1, 740, i, 0.1, -0.1%, nt, nt, nt, nt, nt
CCC(C)(C)NC(=O)C(c1ccccn1)N(C(=O)c1csnn1)c1ccc(C)cc1 (stereo unspecified)
    -1.1, 882, i, 21, -17, -10, 1.4, 1422, 1, 748, i, 0.5, -0.9%, 0.8, 1.4, 2.5, i, -7
O=C(NCCc1ccc(F)cc1)N[C@@H](Cc1ccccc1)C(=O)O
    nt, nt, i, 20, nt, nt, nt, nt, -8, 817, i, 0.5, 0.0%, nt, nt, nt, nt, nt
CCN1CNC(=S)N(c2ccccc2C)C1
    -2.7, 1203, i, 21, nt, nt, nt, nt, -1, 718, i, 0.2, 0.3%, nt, nt, nt, nt, nt
CCCCCC(=O)Nc1cccc(C2=NOC3(C2)C[C@H](C(N)=O)N(C(=O)CCCCC)C3)c1 (stereo partly specified)
    -2.3, 1157, i, 56, nt, nt, 0.42, 934, nt, nt, i, 2.2, 0.1%, nt, nt, nt, nt, nt
C=CCOc1ccc(C2/C(=C(\O)c3ccc4c(c3)OCCO4)C(=O)C(=O)N2CCCN2CCOCC2)cc1 (stereo unspecified)
    nt, nt, i, 22, nt, nt, nt, nt, -7, 707, ?, nt, -0.1%, nt, nt, nt, nt, nt
O=C(NCc1ccccn1)Nc1ccc(F)cc1
    -4.3, 1054, i, 44, -30, -1, 0.36, 1119, nt, nt, i, 1.3, -0.7%, 4.7, 1.9, 5.8, i, 8
CC1=NN(C(=O)CCCc2ccccc2)C(O)(C(F)(F)F)C1 (stereo unspecified)
    0.5, 956, i, 27, 16, 11, 0.24, 1505, 6, 775, i, 0.8, -0.1%, 1.8, 1.9, 2.5, +, 3.9*
CCCSc1nc(N)c2c3c(sc2n1)CN(C)CC3
    -0.5, 1056, i, 24, -3, -11, -0.22, 1243, -13, 640, nt, nt, nt, 2.2, 1.5, 1.2, i, -60
CC(=O)NC(CC(=O)O)c1ccc([N+](=O)[O-])cc1 (stereo unspecified)
    0.6, 1350, i, 44, nt, nt, -0.23, 1394, -2, 724, i, 0.8, 1.4%, nt, nt, nt, nt, nt
CCCCOc1ccc(C(=O)Nc2ccc(N3CCN(C)CC3)cc2)cc1
    1.2, 1062, i, 19, 24, -7, -0.6, 1176, -14, 711, i, 0.9, -0.3%, 1.4, 1.7, 4.8, i, 4
COC(=O)C(NC(=O)c1ccccc1)(Nc1nc(C)cs1)C(F)(F)F (stereo unspecified)
    1.6, 1155, i, 5, -6, 6, 0.25, 1262, nt, nt, i, 7.1, -0.5%, 4.1, 2.1, 20, i, 3
O=C(c1ccc2c(c1)C(=O)N(CCCO)C2=O)c1ccc2c(c1)C(=O)N(CCCO)C2=O
    -1.1, 1044, i, 13, 6, 10, 1.3, 1169, -5, 782, i, 0.5, 0.6%, 5.2, 1.0, 3.6, i, -9
O=C(O)/C=C/C(=O)Nc1ccc(-n2nccc2C(F)(F)F)cc1
    -0.8, 1349, i, 26, nt, nt, 0.06, 1055, 21, 764, i, 0.6, 0.2%, nt, nt, nt, nt, nt
O=C(CNC(=O)c1ccco1)NCC(=O)OCc1cccc(Cl)c1
    2.2, 1330, i, 22, -21, -7, 0.19, 1521, nt, nt, i, 1.3, 0.7%, 4.0, 1.9, 2.1, i, 1

Complete entries, quoted from the list:
Entry for `OCCC1CN(C/C(Cl)=C/c2ccccc2)CCN1C1CCCC1` (stereo unspecified) → b-catenin transl: -1.5; b-catenin transl cell count 5 µM: 1122; T cell modulator: i; T cell modulator vesicle-bound %: 52; WT yeast gro inh: -7; WT yeast gro inh mutant strain: -7; Insulin prom up: -0.47; Insulin prom up cell count: 1520; Hep lipid drop: -12; Hep lipid drop cells 6.5 µM: 695; Myeloid diff 2: i; Myeloid diff 2 GFP+ MAC1+ %: 0.2; West Nile virus CPE: -0.8%; MT stabilizer: 4.1; MT stabilizer Hoechst-high %: 1.9; MT stabilizer cytotoxicity %: 5.5; Autophagy mod: +; Autophagy mod cell loss 18 h: -8.5*
Entry for `CCCCOc1ccc(C(=O)Nc2ccc(N3CCN(C)CC3)cc2)cc1` → b-catenin transl: 1.2; b-catenin transl cell count 5 µM: 1062; T cell modulator: i; T cell modulator vesicle-bound %: 19; WT yeast gro inh: 24; WT yeast gro inh mutant strain: -7; Insulin prom up: -0.6; Insulin prom up cell count: 1176; Hep lipid drop: -14; Hep lipid drop cells 6.5 µM: 711; Myeloid diff 2: i; Myeloid diff 2 GFP+ MAC1+ %: 0.9; West Nile virus CPE: -0.3%; MT stabilizer: 1.4; MT stabilizer Hoechst-high %: 1.7; MT stabilizer cytotoxicity %: 4.8; Autophagy mod: i; Autophagy mod cell loss 18 h: 4
